# From PubChem
# ABCB1 block – inhibitors of human ABCB1 transporter, ABCG2 counter-screen. CCRF-Adr cells, JC-1 efflux, flow cytometry. hit rate 0.067% among 190,000. inhibition, % at 6.6 µM. AID 1326. P08183; in the data active means inhibition above about 40%;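 further: 0% = vehicle and 100% = reference inhibitor; higher value means more JC-1 retained so stronger ABCB1 efflux block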
# Avidin fluor – compound fluoresces at 488/530 nm on avidin beads; compound fluorescence 488/530 nm, flow cytometry; active compounds read high; fluorescence (KMESF) at 10 µM; hit rate 0.38% among 220,000; AID 1775; in the data active means fluorescence above about 47; further: inactives centre near 10
# Rac1 wt GTP bind – alters GTP binding to wildtype human Rac1. P63000. GST-Rac1 beads, fluorescent GTP binding, flow cytometry; actives lie on both sides; 0 = cold GTP competed, 100 = untreated. GTP binding activity (% of control), % at 10 µM. hit rate 0.27% among 190,000. AID 757;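 active means GTP binding activity at least 20 points away from the 100% control level, either lower or higher; inconclusive means compound flagged as likely green fluorescent, judged across all proteins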
# ABCG2 inh – inhibitors of human ABCG2 transporter, ABCB1 counter-screen | Q9UNQ0 | IgMXP3 cells, JC-1 efflux, flow cytometry | inhibition, % at 6.6 µM | hit rate 0.1% among 190,000 | AID 1325;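 active means inhibition above 80%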;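 further: 0% = DMSO and 100% = nicardipine control wells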
# Target sequence (Q9UNQ0 whole entry, looked up): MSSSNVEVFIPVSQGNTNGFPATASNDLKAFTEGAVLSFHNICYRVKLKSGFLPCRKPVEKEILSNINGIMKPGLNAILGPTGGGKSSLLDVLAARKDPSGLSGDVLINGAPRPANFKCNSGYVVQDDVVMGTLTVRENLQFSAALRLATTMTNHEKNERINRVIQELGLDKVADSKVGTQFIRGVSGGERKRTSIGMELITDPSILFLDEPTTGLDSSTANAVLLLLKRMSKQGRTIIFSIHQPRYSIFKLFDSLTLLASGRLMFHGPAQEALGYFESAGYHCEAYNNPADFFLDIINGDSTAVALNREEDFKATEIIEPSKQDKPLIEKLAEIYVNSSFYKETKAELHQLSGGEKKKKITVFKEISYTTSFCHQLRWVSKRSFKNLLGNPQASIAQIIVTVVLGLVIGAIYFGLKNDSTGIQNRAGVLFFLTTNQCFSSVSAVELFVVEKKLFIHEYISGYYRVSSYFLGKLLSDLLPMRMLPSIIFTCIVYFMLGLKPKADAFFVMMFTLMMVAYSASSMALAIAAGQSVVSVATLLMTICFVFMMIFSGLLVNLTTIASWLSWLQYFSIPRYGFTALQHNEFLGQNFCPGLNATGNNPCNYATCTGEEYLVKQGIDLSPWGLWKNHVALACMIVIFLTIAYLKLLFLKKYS
#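 Test system: IgMXP3 cells (ABCG2) mixed with DDAO far-red-labelled CCRF-Adr cells (ABCB1). Reagent: JC-1 transporter substrate. Compound dosing: single test compound dose, 6.6 µM final. Times: 10 min compound exposure, 25 °C. Detection: flow cytometry of retained JC-1 fluorescence. Read-out basis: efflux inhibition in percent versus controls. Controls: nicardipine and DMSO wells.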
# GSH bead fluor – GSH bead compound fluorescence profile; hit rate 0.25% among 190,000; fluorescence (KMESF) at 10 µM; AID 1776; GSH beads flow cytometry, compound fluorescence 488/530 nm; active compounds read high; in the data active means fluorescence above about 89;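 further: glutathione beads carrying GST-tagged Bcl family fusion proteins plus one bare bead set; values are compound well signal with DMSO vehicle wells as background; inactives centre near 16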
# Pf gamet viab – kills late stage P. falciparum gametocytes. inhibition, % at 10.9 µM. AID 743093. P. falciparum stage V gametocytes, ATP luminescence, 24 h. hit rate 0.065% among 150,000;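 active means inhibition above the mean plus 3 SD of compounds within the control limits, set per campaign, cut at about 38% in these data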;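 further: 0% = DMSO wells and 100% = medium only without gametocytes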
# Rab2A wt mod – changes GTP binding to wildtype dog Rab2A, up or down; GST-Rab2 wt beads, Bodipy-GTP binding, flow cytometry; GTP binding activity, % at 10 µM; hit rate 0.19% among 190,000; AID 760;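 active means GTP binding activity at least 20 points away from 100%, either lowered or raised; inconclusive means signal likely due to the compound's own green fluorescence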;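 further: 0% = beads with excess unlabeled GTP and 100% = no-compound control corrected for plate trend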
# Rab7 wt GTP bind – dog Rab7 wildtype GTP binding, inhibitors and activators; GST-Rab7 beads, fluorescent GTP binding, flow cytometry; actives lie on both sides; untreated = 100%, excess cold GTP = 0%; hit rate 0.055% among 190,000; GTP binding activity (percent of control), % at 10 µM;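 active means fluorescent GTP binding to Rab7 beads changed by at least 20 points from the 100% baseline, either direction, mostly lower; inconclusive means compound itself probably fluorescent, or too few beads counted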;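 further: median green fluorescence of bound Bodipy-FL-GTP per Rab7 bead population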
# Rac1 mut GTP – alters GTP binding to activated mutant human Rac1 | GST-Rac1 activated beads, fluorescent GTP binding, flow cytometry; actives lie on both sides; 100% means binding = to untreated wells | percent activity (GTP binding), % at 10 µM | hit rate 0.11% among 190,000 | AID 764 | P63000;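 active means GTP binding at least 20 percentage points away from the 100% baseline, in either direction, so actives lie on both sides; inconclusive means Compound likely fluorescent itself, or too few beads counted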
# HRas wt GTP bind – changes GTP binding to wildtype human HRas. GST-Ras wt beads, Bodipy-FL-GTP binding, flow cytometry; actives lie on both sides. P01112. hit rate 0.14% among 190,000. AID 759. GTP binding activity, % at 10 µM;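 active means GTP binding activity at least 20% away from the 100% baseline, either lowered as inhibitor or raised as activator; inconclusive means flagged as likely green fluorescent, judged across all proteins in the well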;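 further: 0% = unlabeled GTP competition control and 100% = no-compound control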
# Target sequence (P01112 whole entry, looked up): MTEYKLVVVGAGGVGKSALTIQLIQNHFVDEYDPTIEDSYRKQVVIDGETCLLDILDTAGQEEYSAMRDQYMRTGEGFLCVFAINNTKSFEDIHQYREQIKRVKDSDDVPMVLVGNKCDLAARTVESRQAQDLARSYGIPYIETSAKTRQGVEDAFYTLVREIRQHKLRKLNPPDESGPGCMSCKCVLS
# Cdc42 wt GTP – human Cdc42 wildtype GTP binding change, either direction. percent activity (GTP binding), % at 10 µM. hit rate 0.2% among 190,000. AID 761. GST-Cdc42 beads, Bodipy-GTP binding, flow cytometry; actives lie on both sides;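 active means percent activity GTP binding at least 20 points away from the 100% baseline, either down as inhibitor or up as activator; inconclusive means compound flagged as likely green fluorescent from well-wide comparison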;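 further: median bead fluorescence of bound Bodipy-FL-GTP at 100 nM; 0% = excess unlabeled GTP control and 100% = no compound control; below 100% means less GTP binding so inhibitor and above means activator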
# Target sequence (P60953 whole entry, looked up): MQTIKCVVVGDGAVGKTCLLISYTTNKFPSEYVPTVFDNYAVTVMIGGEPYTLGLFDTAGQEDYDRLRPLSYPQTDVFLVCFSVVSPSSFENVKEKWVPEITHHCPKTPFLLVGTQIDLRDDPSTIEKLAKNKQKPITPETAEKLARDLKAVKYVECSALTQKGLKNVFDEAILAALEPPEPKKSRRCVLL
# An asterisk follows results filed as active; ? = inconclusive; . = not tested or not shown.
# A first look, 6 compounds:
SMILES,ABCB1 block,Avidin fluor,Rac1 wt GTP bind,ABCG2 inh,GSH bead fluor,Pf gamet viab,Rab2A wt mod,Rab7 wt GTP bind,Rac1 mut GTP,HRas wt GTP bind,Cdc42 wt GTP
COc1ccc(CN2C(=O)c3ccccc3C2=O)cc1C(=O)Nc1ccc(C)cc1C,4.4,9,104,16,14,12,99,106,99,101,98
Cc1nnc(N(C)C(=O)c2ccncc2)s1,-0.1,7,104,0,19,15,99,106,97,101,98
Cc1[nH]c2ccccc2c1C(=O)CNc1nccs1,0.5,16,?,7,30,.,?,?,?,?,?
CC(C)N1CCC(NC(=O)Nc2ccccc2)CC1,0.8,10,106,7,12,2,104,111,98,104,102
COc1ccc(S(=O)(=O)N2CCN(C(=O)[C@@H]3CCC(=O)N3C3OC(=O)c4ccccc43)CC2)cc1 (stereo not given in full),0.6,10,103,4,25,11,99,100,98,98,99
COC(=O)COc1cccc2c(=O)n(CC(=O)NCCc3ccccc3)ccc12,0.0,6,105,-2,13,.,100,100,98,100,101

# The whole of this part, from the first entry:
SMILES,ABCB1 block,Avidin fluor,Rac1 wt GTP bind,ABCG2 inh,GSH bead fluor,Pf gamet viab,Rab2A wt mod,Rab7 wt GTP bind,Rac1 mut GTP,HRas wt GTP bind,Cdc42 wt GTP
COc1ccc(CN2C(=O)c3ccccc3C2=O)cc1C(=O)Nc1ccc(C)cc1C,4.4,9,104,16,14,12,99,106,99,101,98
Cc1nnc(N(C)C(=O)c2ccncc2)s1,-0.1,7,104,0,19,15,99,106,97,101,98
Cc1[nH]c2ccccc2c1C(=O)CNc1nccs1,0.5,16,?,7,30,.,?,?,?,?,?
CC(C)N1CCC(NC(=O)Nc2ccccc2)CC1,0.8,10,106,7,12,2,104,111,98,104,102
COc1ccc(S(=O)(=O)N2CCN(C(=O)[C@@H]3CCC(=O)N3C3OC(=O)c4ccccc43)CC2)cc1 (stereo not given in full),0.6,10,103,4,25,11,99,100,98,98,99
COC(=O)COc1cccc2c(=O)n(CC(=O)NCCc3ccccc3)ccc12,0.0,6,105,-2,13,.,100,100,98,100,101
S=C(NC1CCCCC1)N1CCN(Cc2ccccc2)CC1,0.2,6,104,7,11,-15,99,100,102,99,104
N#Cc1ccc(-c2ccc(F)cc2)nc1Sc1ccc(F)cc1,0.5,6,?,2,26,18,?,?,?,?,?
O=C(NC(Cc1c[nH]c2ccccc12)C(=O)N1CCOCC1)c1cccs1 (stereo not given),0.4,23,102,1,15,3,100,95,99,99,99
CC(=O)C1=C(C)NC(=S)NC1c1cccc([N+](=O)[O-])c1 (stereo not given),0.4,20,93,1,21,.,97,100,95,95,97
O=C(Nc1nc2ccc(Cl)cc2s1)c1ccc(N2CCCCC2)c([N+](=O)[O-])c1,-1.3,3,100,-7,9,.,98,102,99,101,98
Cc1occc1-c1nnc(-c2cc([N+](=O)[O-])cc([N+](=O)[O-])c2)o1,-0.3,11,98,1,11,-27,98,100,95,97,100
COC(=O)c1ccc(OCC(O)CN(CCO)CC(O)Cn2ccc3ccccc32)cc1 (stereo not given),0.7,18,104,21,17,-25,101,102,99,100,103
CCCC(=O)Nc1nc(C)c(-c2csc(Nc3ccccc3C)n2)s1,0.0,12,94,0,21,.,94,99,94,95,95
O=C(Nc1ccc(N2CCCC2)cc1)c1ccc(Br)o1,-0.1,9,105,0,10,.,101,101,100,103,103
N#Cc1c(SCC(N)=O)nc2c(c1-c1ccc(O)cc1)CCCC2,0.2,10,99,1,15,-5,101,102,96,101,98
O=C(COc1cccc(Br)c1)N/N=C1\CCCc2ccccc21,0.8,10,95,7,14,2,95,97,90,97,90
O=C(O)CN1C(=O)SC(Nc2ccccc2C(=O)O)C1=O (stereo not given),-1.9,16,103,-5,33,.,100,98,99,99,101
O=S(=O)(N/N=C\c1cn(-c2ccccc2)nc1-c1ccccc1)c1ccccc1,0.2,7,104,1,7,.,101,104,100,103,104
CC(NC(=O)OCc1ccccc1)C(=O)OCN1C(=O)c2ccccc2C1=O (stereo not given),2.7,9,100,6,32,4,99,100,98,101,100
CCOC(=O)c1[nH]c(C)c(/C=N/O)c1C,0.2,4,101,2,25,5,98,96,99,100,100
COc1ccc(CN2CCN(C(=O)CC(C)C)CC2)c2ccccc12,0.5,8,102,2,11,5,101,100,99,101,102
COc1ccc(-c2[nH]ncc2/C=C(\C#N)C(=O)NC2CC2)cc1,0.3,10,106,3,57,.,100,101,98,99,101
COc1ccc(Cn2nnnc2C(c2cccs2)N2CCSCC2)cc1 (stereo not given),-3.3,5,96,-5,28,.,95,94,95,96,97

# Some entries already given, limited to HRas wt GTP bind and Rab2A wt mod:
Compound	HRas wt GTP bind	Rab2A wt mod
CC(NC(=O)OCc1ccccc1)C(=O)OCN1C(=O)c2ccccc2C1=O (stereo not given)	101	99
CCOC(=O)c1[nH]c(C)c(/C=N/O)c1C	100	98

# More structures:
SMILES,ABCB1 block,Avidin fluor,Rac1 wt GTP bind,ABCG2 inh,GSH bead fluor,Pf gamet viab,Rab2A wt mod,Rab7 wt GTP bind,Rac1 mut GTP,HRas wt GTP bind,Cdc42 wt GTP
CSC1=N/C(=C\c2cccnc2)C(=O)N1c1ccccc1,0.5,8,100,11,9,10,97,94,96,97,99
CN1C(=O)N(C)C(NC(=O)Nc2ccccc2)C1NC(=O)Nc1ccccc1 (stereo not given),0.2,10,102,1,6,.,100,99,98,97,98
CCOc1ccccc1C1NC(=O)NC(C)=C1C(=O)OCc1ccco1 (stereo not given),0.9,20,102,3,15,.,100,99,98,102,103
CCOC(=O)c1nnn(CC(=O)NC(=O)Nc2cccc(CC)c2)c1C(=O)OCC,0.9,12,98,7,16,-36,99,105,96,98,98
Brc1c(CSc2nncn2-c2ccccc2)nc2sccn12,0.3,6,103,1,18,.,106,97,102,106,107
CCCC(=O)Nc1ccc(C(=O)NNC(=S)NC(=O)c2cccs2)cc1,-0.2,15,106,-1,21,.,107,108,103,107,106
CCn1nc(C)c(NC(=O)/C=C/c2ccc(OC)c(COc3ccc(Br)cc3)c2)c1C,2.9,4,103,15,17,11,97,101,99,98,96
Cc1c(C(=O)Nc2ccncc2)oc2ccccc12,0.6,12,103,5,15,1,102,99,101,102,102
CC(C)OC(=O)/C(C#N)=C/c1ccc(-c2ccc(SC(F)F)cc2)o1,-0.3,7,101,-1,11,15,99,96,98,98,98
CCC(C)NC(=O)C(NS(=O)(=O)c1cccc2nsnc12)c1ccccc1 (stereo not given),1.2,18,110,5,10,.,102,103,101,104,106
Cc1ccc(S(=O)(=O)N2CCN(S(=O)(=O)c3ccccc3)C2)cc1,-0.2,9,107,1,38,.,103,103,102,102,105
COc1ccc(/C(O)=C2/C(=O)C(=O)N(CCCN(C)C)C2c2ccccc2)cc1Cl (stereo not given),0.4,8,104,2,45,.,99,101,97,101,101
Cc1cccc(NC(=S)NC2CCCC2)c1,-0.5,11,96,-4,13,.,97,95,99,95,95
C=CCn1c(SCC(=O)N2CC(=O)Nc3ccccc32)nc2scc(-c3ccccc3)c2c1=O,3.8,11,?,7,23,.,?,?,?,?,?
CCOC(=O)C(NC(=O)NCc1ccc(OC)cc1)(OCC)C(F)(F)F (stereo not given),0.0,4,104,1,17,-8,101,99,101,100,100
CC(CN1CCCC1)OC(=O)COc1ccccc1 (stereo not given),0.1,5,104,1,26,.,100,100,99,99,104
CCCCC(=O)Nc1ccc(C(=O)NNC(=S)NC(=O)c2cccs2)cc1,-0.3,15,96,-2,14,0,92,92,93,94,97
CC(C)CC(=O)Nc1ccc(-c2cn3ccsc3n2)cc1,0.0,11,91,8,30,.,91,91,90,93,93
Cc1c(C(=O)Nc2ccccc2)sc2nc[nH]c(=O)c12,-0.9,7,89,3,14,-4,84,93,93,88,95
O=C(CSc1nc2ccccc2n1CC(=O)N1CCOCC1)N1CCCC1,0.0,9,99,0,21,0,98,98,96,99,98
CC(C)[C@H](NC(=O)c1ccccc1)C(=O)OCC(=O)NCCc1ccc(F)cc1,4.6,4,104,7,8,10,96,98,101,100,103
COc1cc(/C=N/N2CCOCC2)ccc1OCc1ccccc1,0.0,21,94,2,6,9,97,106,95,97,93
O=C(NCC1CCCO1)c1cccc(F)c1 (stereo not given),-6.7,13,101,-3,28,.,102,96,99,102,103
CC1(N2CCOCC2)C(=O)c2ccccc2C1=O,-0.3,12,99,-2,14,4,97,100,97,95,98
Cc1ccc(NC(=O)C[n+]2ccn(C3=C([O-])c4ccccc4C3=O)c2)cc1,-0.6,9,97,-1,13,.,96,95,92,94,92
Cc1ccc(C2CCN(C(=S)NC(C)C)C2)cc1 (stereo not given),0.1,5,98,17,14,5,98,102,98,96,95
Cc1ccc(-c2c(C#N)c(N)nc3c2CCCC3)o1,0.7,25,101,3,57,-3,103,105,100,101,96
CSc1ccc(/C=N\NC(=O)COc2ccc(Cl)cc2Br)cc1,0.3,6,97,3,43,-22,95,96,94,96,97
O=C(Nc1ccc(CN2CCCCC2)cc1)c1cccc(Br)c1,0.3,13,103,8,11,-4,97,100,99,98,103
CCN(CC)C(=O)CSc1nnc(NC(=O)CCc2ccccc2)s1,0.7,13,106,9,12,19,99,99,102,101,100
Nc1nnc(SCC(=O)OCC(=O)Nc2ccc(Br)cc2)s1,-0.4,9,102,3,9,9,99,100,99,99,100
CCOC(=O)C1CCCN(C(=O)C2CC(=O)N(c3ccc(C)cc3)C2)C1 (stereo not given),0.7,13,105,32,29,12,101,101,102,101,104
O=C(NC1CCCCCC1)c1ccc(N2CCCC2=O)cc1,0.9,6,104,4,35,.,99,101,99,102,102
CC(C)CC(=O)Nc1ccc(C(=O)NNC(=O)C(c2ccccc2)c2ccccc2)cc1,-0.3,6,102,-1,15,.,100,99,103,103,104
